# LANA DNA inh – blocks KSHV LANA C-terminal domain binding to DNA | MBP-C-LANA/FAM-LBS DNA binding, fluorescence polarization | inhibition, % at 9 µM | 0.078% of 340,000 active | AID 504423;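 active means highest replicate inhibition at or above 60% at 9 µM, even if other replicates fall short; inactive means all replicates below 60% inhibition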;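 further: 0% = neutral control wells and 100% = 4 µM acridine orange control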
# RTF Ca sens act – cardiac RTF calcium sensitization. P19429+P45379. IANBD-labeled TnC RTF fluorescence at EC20 calcium; 0% EC20 calcium, 100% full calcium. activation, % at 7.2 µM. 0.24% of 340,000 active. AID 493008;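 active means activation above the mean over all tested compounds plus 3 SD, cut at about 30% in these data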;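 further: rise in fluorescence read as greater calcium sensitivity of cardiac thin filaments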
# CAL PDZ FP-1 – human CAL PDZ-peptide interaction inhibition; 0.02% of 330,000 active; inhibition, % at 20 µM; AID 504414; purified CAL PDZ, TMR-peptide fluorescence polarization, 1 h;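 active means highest replicate inhibition of at least 40%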;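 further: plate controls were DMSO neutral control wells for no effect and unlabeled competitor peptide control wells for full effect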
#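 material = purified tagged CAL PDZ domain construct (CerCALP) | buffer or medium = sodium phosphate/NaCl buffer pH 7.4 with TCEP, IgG, Thesit | reagent = TMR-labelled reporter peptide T*-PRC34 bound in PDZ groove | incubation = 1 h room-temperature incubation prior to read | measured by = fluorescence polarization (mP) | evaluation = percent inhibition from loss of millipolarization | control set = unlabelled peptide and DMSO controls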
# RTF Ca sens inh – cardiac RTF calcium desensitization; AID 493244; P19429+P45379; IANBD-labeled cardiac RTF, Ca2+ fluorescence; inhibition, % at 7.15 µM; 0.12% of 340,000 active;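 active means inhibition above the mean inhibition of all tested compounds plus 3 SD, cut at about 17% in these data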;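 further: assay run at fixed EC70 calcium of 1.6 mM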
# Keap1 Nrf2 FP – inhibitors of human Keap1-Nrf2 protein-protein interaction; Q14145; Keap1 Kelch-Nrf2 peptide fluorescence polarization, 1536-well; inhibition, % at 9.4 µM; 0.15% of 340,000 active; AID 504523; in the data active means inhibition above about 12%; inconclusive means no clear call, values can overlap the other calls; inactive means below about 7.3%;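 further: human Keap1 Kelch domain with fluorescein labeled Nrf2 9mer peptide probe; 0% = neutral control wells and 100% = peptide positive control; higher means more block of Keap1 binding to Nrf2 peptide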
# Target sequence (Q14145 whole entry, looked up, the tested form may be a part): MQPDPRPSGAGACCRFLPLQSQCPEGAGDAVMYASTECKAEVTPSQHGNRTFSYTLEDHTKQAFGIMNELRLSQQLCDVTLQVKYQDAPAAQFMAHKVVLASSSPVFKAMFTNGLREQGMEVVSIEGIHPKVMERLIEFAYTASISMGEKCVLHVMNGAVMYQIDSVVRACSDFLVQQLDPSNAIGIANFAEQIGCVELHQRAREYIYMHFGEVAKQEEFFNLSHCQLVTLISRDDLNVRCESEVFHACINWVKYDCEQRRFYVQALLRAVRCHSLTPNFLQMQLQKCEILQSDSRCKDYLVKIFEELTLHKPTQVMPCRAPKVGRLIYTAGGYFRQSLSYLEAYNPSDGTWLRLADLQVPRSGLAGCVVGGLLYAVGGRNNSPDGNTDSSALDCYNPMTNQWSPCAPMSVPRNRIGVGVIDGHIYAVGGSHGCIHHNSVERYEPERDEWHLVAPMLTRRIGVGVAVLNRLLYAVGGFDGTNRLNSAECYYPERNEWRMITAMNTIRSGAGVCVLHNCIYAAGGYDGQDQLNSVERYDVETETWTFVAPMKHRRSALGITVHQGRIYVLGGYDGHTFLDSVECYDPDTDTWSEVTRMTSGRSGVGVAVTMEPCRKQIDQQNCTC
# PKA-R2B activ – PKA-R2B complex activation. P22694+P31323. PKA-R2B holoenzyme dissociation, Cy5-IP20 fluorescence polarization; R2B truncated from residue 108, S112A mutant; 0% DMSO only, 100% 113 µM cGMP. activation, % at 11.4 µM. 0.079% of 340,000 active. AID 504700;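 active means activation above a cutoff set at the mean over all compounds plus 3 SD, cut at about 18% in these data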;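 further: higher means more holoenzyme dissociation and a rise in polarization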
# Target sequence (P31323 whole entry, looked up, other chains not shown, the tested form may be a part): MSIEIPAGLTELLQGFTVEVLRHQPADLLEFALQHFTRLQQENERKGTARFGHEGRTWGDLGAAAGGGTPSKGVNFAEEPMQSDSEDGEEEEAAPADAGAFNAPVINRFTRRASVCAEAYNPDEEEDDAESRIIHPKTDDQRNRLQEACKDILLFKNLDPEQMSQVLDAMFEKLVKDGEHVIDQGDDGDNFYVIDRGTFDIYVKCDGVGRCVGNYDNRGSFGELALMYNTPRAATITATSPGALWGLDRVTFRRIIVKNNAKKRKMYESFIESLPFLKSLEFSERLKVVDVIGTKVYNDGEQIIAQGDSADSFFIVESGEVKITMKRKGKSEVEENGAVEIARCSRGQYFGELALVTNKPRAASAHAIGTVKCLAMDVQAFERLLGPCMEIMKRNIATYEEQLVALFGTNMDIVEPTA
# CAL PDZ FP-2 – blocks peptide binding to the human CAL PDZ domain; inhibition, % at 24.9 µM; 0.92% of 300,000 active; Q9HD26; AID 602252; purified CAL PDZ, TMR-peptide fluorescence polarization, 1 h;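 active means mean inhibition of at least 30% with at least half of replicates also reaching 30%; inconclusive means no clear call, values can overlap the other calls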;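 further: 0% = DMSO neutral control and 100% = excess unlabeled competitor peptide PRC23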
# SR-BI DiI-HDL act – enhances SR-BI lipid uptake from DiI-HDL | 0.096% of 320,000 active | CHO ldlA[mSR-BI] cells, DiI-HDL uptake fluorescence, 3 h; 100 = double the neutral-control signal | activation, % at 12.5 µM;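 active means mean replicate activation of at least 60% and every replicate at or above 60%; inconclusive means mean or all-replicate condition met, but not both; inactive means mean below 60% and not all replicates reaching 60%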;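 further: 0% = median plate neutral-control signal and 100% = twice that signal; values of inactives mirror those of a sister screen read the other way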
#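 Assay system: CHO ldlA[mSR-BI] cells, LDL receptor-null, SR-BI overexpressing; medium: Ham's F12 with 0.5% BSA, HEPES 25 mM, pH 7.4; also added: DiI-HDL 10 µg/mL; timing: 3 h uptake period with compound, 37 °C; signal: DiI fluorescence, bottom read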
# DAGLB inhibitor – diacylglycerol lipase beta (human) inhibition; Q8NCG7; HEK293T DAGLB membrane lysate, EnzChek fluorogenic substrate; inhibition, % at 5.17 µM; 0.059% of 340,000 active; AID 504411; in the data active means inhibition above about 34%;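 further: 0% = enzyme with vehicle and 100% = wells lacking enzyme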
# Rtt109 HAT inh – blocks Candida albicans Rtt109/Vps75 acetyltransferase activity. AID 540336. Q5AAJ8. purified Rtt109/Vps75, ThioGlo CoA-SH fluorescence, 4 h. inhibition, % at 34.9 µM. 0.16% of 330,000 active;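 active means inhibition of at least 50% in every replicate; inconclusive means best replicate reaches 50% inhibition but some replicates fall short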
# Starred values were filed as active, the others as inactive; ? = inconclusive; nt = no result given.
SMILES,LANA DNA inh,RTF Ca sens act,CAL PDZ FP-1,RTF Ca sens inh,Keap1 Nrf2 FP,PKA-R2B activ,CAL PDZ FP-2,SR-BI DiI-HDL act,DAGLB inhibitor,Rtt109 HAT inh
c1ccc(-c2nc3c4ccccc4ccn3c2CN2CCCCC2)cc1,-1.0,-3,0.7,3,3,-5,23,nt,-7,11
O=C(Cc1ccc(Cl)cc1)Nc1ccc2c(c1)C(=O)NC2=O,0.2,-4,-1.4,2,-5,-7,-2,4,-1,nt
O=S(=O)(NC(=NCc1ccccc1)c1ccccc1F)c1ccccc1,0.9,-1,-2.1,4,-5,-2,nt,-1,0,-18
O=C(CN1CCN(S(=O)(=O)c2ccc(F)cc2)CC1)Nc1ccc2c(c1)OCCO2,-1.1,-7,0.2,-2,-4,8,11,-18,-6,11
CCc1ccccc1NC(=O)CN1CCN(C(=O)C(C)NC(=O)c2ccc(Cl)cc2)CC1 (centres undefined),-1.1,-3,-2.1,4,-1,-2,-2,-24,0,3
O=C(CCS(=O)(=O)Cc1ccc(Cl)cc1)NCCc1ccccc1,0.9,-3,-1.9,3,1,-4,-2,28,0,8
CN(CC(=O)Nc1cccc2ccccc12)C(=O)c1ccc(F)cc1F,-0.3,4,-1.7,0,-2,3,2,nt,3,0
Cc1ccc(NC(=O)CC2Oc3ccc(C)cc3NC2=O)c(C)c1 (centres undefined),0.0,1,-1.3,-7,0,-8,-5,19,-6,nt
CC(=O)c1ccc(NS(=O)(=O)c2ccc([N+](=O)[O-])cc2)cc1,1.3,3,1.0,-4,4,1,-5,0,-2,4
CCC(=O)Nc1nc(-c2ccccc2)nc(SC)c1C(C)=O,nt,5,-1.3,0,nt,-5,-1,-50,-3,-1
O=C(Nc1cccnc1)c1cnc2ccccc2n1,1.6,2,-0.7,0,-4,-4,-4,26,-3,-5
Cc1ccc(F)cc1S(=O)(=O)Nc1cccc(C(=O)N2CCCC(C(N)=O)C2)c1 (centres undefined),-0.6,0,-2.4,-9,0,2,1,30,0,-2
CCOc1ccc(OCCN2C(=O)NC(Cc3c[nH]c4ccccc34)C2=O)cc1 (centres undefined),-1.0,3,-1.2,0,-2,-13,-4,-1,2,1
COc1ccc(S(=O)(=O)NCc2ccncc2)cc1NC(=O)c1ccc(Cl)cc1,-0.9,3,-3.3,-6,-3,-4,-2,-46,2,-17
CN(c1ccccc1)S(=O)(=O)c1ccc(Cl)c(C(=O)NCc2ccco2)c1,0.1,5,0.5,1,3,-14,-3,24,-6,-1
CCOC(=O)Cc1nnc(NC(=O)Nc2ccccc2)s1,-0.5,3,-2.5,6,-2,-9,-15,-13,2,-6
O=C(CN1CCC(C(=O)c2cccc(Cl)c2)CC1)Nc1cccc(C(=O)O)c1,-0.8,2,-2.4,-10,-1,-3,-1,4,-12,-6
CC(=O)Nc1ccc(NC(=O)[C@@H]2CCCC[C@@H]2C(=O)O)cc1,1.1,4,-0.7,-6,-2,4,-4,14,-1,2
Cc1ccc(S(=O)(=O)N2CCOCC2)cc1NC(=O)COC(=O)/C=C/c1ccc(F)cc1,-2.4,-1,-0.3,-12,-6,-6,-7,-8,-3,1
Cc1nn(-c2nc3ccccc3s2)c(C)c1Oc1ccccc1O,0.9,-13,-2.9,-4,-2,-15,-2,-4,-18,8
CSc1ccc(CN(C)CC(=O)NC(C)c2ccccc2)cc1 (centres undefined),-0.5,-4,-0.9,0,5,-5,-2,13,-3,2
O=C(O)c1ccc2c(=O)n(-c3ccc(F)c(Cl)c3)c(=S)[nH]c2c1,-0.4,-4,-0.3,-2,-7,6,-9,nt,2,6
CCOCc1nnc(NS(C)(=O)=O)s1,0.2,-2,0.6,-3,-1,2,nt,8,0,10
c1ccc(OCC2CCNCC2)nc1,7.8,9,nt,-5,1,1,-1,10,-4,2
O=C(NNC(=O)c1ccc([N+](=O)[O-])cc1C(=O)O)c1ccncc1,2.2,1,0.0,-13,2,0,2,-5,2,-4
Clc1ccc(-c2nnc3cccc(Cl)n23)c(Cl)c1,0.9,6,-0.6,-5,-1,1,0,11,1,-5
O=C(Cc1cn2ccsc2n1)Nc1nc2c(s1)CN(Cc1ccccc1)CC2,3.5,-8,-1.0,-2,-6,4,-3,-24,1,-10
CCC(C)Nc1nc(N)c([N+](=O)[O-])c(NC2CCCCC2)n1 (centres undefined),-0.2,2,-0.6,-5,2,0,-2,-7,-3,-7
COc1cccc2cc(C(C)N(CCCN3CCOCC3)C(=S)Nc3cccc(C)c3C)oc12 (centres undefined),3.9,-3,-2.2,-5,-3,2,-2,nt,1,32
CC1Cc2cc(/C=C3/SC(N4CCC(C(N)=O)CC4)=NC3=O)ccc2O1 (centres undefined),11,nt,-6.6,nt,21*,nt,nt,-7,nt,1
Cc1ccc(C(=O)c2c3ccc(C(F)(F)F)cc3[n+]([O-])n2CCCN)cc1,0.4,-8,-0.2,-5,1,0,0,-3,-1,-3
CC(=O)c1cccc(NC(=O)COC(=O)[C@@H](NC(=O)OCc2ccccc2)C(C)C)c1,0.6,1,-2.0,-12,0,7,-6,14,0,-3
CCCN1C(=S)SC(C)(C)C1/[N+]([O-])=C/c1cccnc1 (centres undefined),-1.2,-6,-1.2,1,-2,-5,2,-4,4,8
CC/C(=N\O)c1ccc(OC)c(OC)c1,-0.9,5,-0.6,-4,-3,0,-6,7,-2,-6
CCOc1ccc(Nc2ncnc3c2cnn3Cc2ccccc2)cc1,-0.9,6,-0.2,8,2,-7,17,-4,0,6
CS(=O)(=O)Nc1cccc(C2=NN(S(=O)(=O)c3ccccc3)C(c3ccco3)C2)c1 (centres undefined),1.6,-5,-2.9,-20,-5,-8,-6,9,1,-3
CCOc1ccc(Oc2ccc(NC(=O)CSc3nncn3C)cc2)cc1,0.3,-8,-1.8,-9,0,-14,-4,2,-1,?
COc1ccc(S(=O)(=O)N2CCOC2CNC(=O)C(=O)NCCc2ccccc2)cc1 (centres undefined),-1.1,0,0.5,0,0,-13,9,5,1,8
COc1ccc(CCNC(=O)CSCc2ccc([N+](=O)[O-])cc2)cc1,-0.5,4,-1.1,-23,-3,6,-1,23,-1,-3
O=S(=O)(Cc1ccccc1)N1CCc2ccccc2C1,-0.8,1,-2.0,-11,4,4,nt,11,-8,8
CCN1CCN(C(c2ccccc2)c2nnnn2CCc2ccc(OC)c(OC)c2)CC1 (centres undefined),0.4,-2,-1.7,-11,-6,1,-4,3,0,1
CCCOc1ccc(/C=C2\SC(=S)N(CC3CCCO3)C2=O)cc1 (centres undefined),-1.0,-2,-1.1,6,-1,7,2,-2,-8,-2
CCOc1ccc(/C(=N\O)C(C)NO)cc1 (centres undefined),-0.8,1,-2.2,-1,0,-13,1,-9,-1,8
COc1ccc(C(=O)NCc2nnc(SCC(=O)c3ccccc3)n2C)cc1OC,-0.5,9,0.1,-11,-1,-8,-13,-15,3,2
CCc1cccc(OCCCn2ccnc2)c1,-0.2,-6,1.1,-10,3,-4,6,1,0,-10
O=c1[nH]c(=O)c2[nH]c(=O)n(-c3ccccc3)c2[nH]1,0.2,-5,-0.9,-3,-7,0,-2,21,1,-9
CCn1c2ccccc2c2cc(NC(=O)COC(=O)c3cc(OC)c(OC)cc3OC)ccc21,0.9,-3,-0.6,-5,-2,-12,-1,-69,0,9
O=C(Nc1ccccc1N1CCOCC1)c1cccc([N+](=O)[O-])c1,1.4,0,-0.3,-2,-3,0,1,-3,-4,1
CCCn1c(/N=C/c2ccc3c(c2)OCO3)nc2ccccc21,0.1,-3,-1.8,-5,1,-7,0,28,2,-21
C#CCOc1ccc(/C=C2/C(=O)N(c3cccc(C(=O)O)c3)N=C2C)cc1OC,0.5,-5,-0.1,-3,3,-9,3,-2,-11,11

# Additional compounds follow:
SMILES,LANA DNA inh,RTF Ca sens act,CAL PDZ FP-1,RTF Ca sens inh,Keap1 Nrf2 FP,PKA-R2B activ,CAL PDZ FP-2,SR-BI DiI-HDL act,DAGLB inhibitor,Rtt109 HAT inh
COc1ccc(/C=C2\Sc3ccc(C(=O)NC4CC4)cc3N(C)C2=O)cc1OC,0.8,-2,-1.9,3,-4,-9,1,-76,2,5
Cc1ccc(N2C(=O)CC(N3CCN(S(=O)(=O)c4ccccc4)CC3)C2=O)c(C)c1 (centres undefined),-0.6,0,-2.0,-3,4,-13,-5,-10,0,-14
O=C(Nc1cc(Cl)ccc1N1CCOCC1)C1=COCCO1,-1.7,-2,-2.9,2,2,-7,-5,-63,0,7
Cc1nc2c(C)cccc2c2c1CCN2c1ccccc1F,2.4,3,0.3,-2,2,-6,-4,17,0,-173
c1ccc(-c2cnc(C3CCCCC3)o2)cc1,0.0,-6,-1.1,5,4,2,3,-2,-8,-4
COc1ccc(NC(=O)c2c(Cl)nc3ccccn23)cc1,1.1,-6,-0.8,-2,0,-8,-4,19,2,-3
COc1ccc(OC)c(NS(=O)(=O)c2ccc(Cl)s2)c1,2.0,0,-2.1,-8,-4,4,0,-20,-3,-4
O=c1[nH]nc(Sc2ncnc3sccc23)n1CCc1ccccc1,-0.4,1,-2.9,3,-6,-10,-1,-27,-1,nt
O=C(CSc1nncs1)Nc1nccs1,0.3,3,-0.5,-5,-2,-8,nt,9,2,-3
C/C(=N\N1CCN(Cc2ccc(Cl)cc2)CC1)c1ccc(F)cc1,-0.6,2,2.0,-2,3,4,-4,-1,-10,4
CCOC(=O)Nc1nc2ccc(Cn3cccc3)cc2[nH]1,-1.1,-6,-1.7,-7,-6,2,11,-2,0,9
CC(=O)N1CCc2cc(Br)cc(S(=O)(=O)NCc3ccc(Cl)cc3)c21,1.6,-7,-0.8,7,0,-8,3,nt,-1,9
CCC(C)Sc1nnc(CSc2nc3nc(C)cc(C)n3n2)o1 (centres undefined),1.5,1,-0.5,3,-1,-9,0,22,-1,-20
ClCc1nc2ccccc2c2ccccc12,-2.1,-2,-1.0,-11,-3,6,4,-5,0,-1

# Compound activity: PubChem BioAssay, several laboratories
